CFTR F508del cor: CFTR F508del correction in bronchial cells. activity (quench increase), % at 7.58 µM. 350,000 compounds, 0.36% hits. CFBE cells, YFP halide quenching; stimulated with forskolin plus potentiator P3; % fluorescence drop versus neutral controls;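 active means mean added fluorescence quench of at least 8% versus neutral control, with both replicates also reaching 8%; inconclusive means only one of the mean or replicate conditions met; inactive means mean below 8% and not both replicates reaching 8%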;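 further: cells transiently co-express mutant CFTR-F508del with the halide-sensitive YFP; corrector assay measuring rescue of mutant channel to the surface after 24 h compound exposure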
FN deposition inh: fibronectin deposition inhibition. AH1F fibroblasts, Alexa488-fibronectin deposition fluorescence, overnight. inhibition, % at 12.6 µM. 350,000 compounds, 0.086% hits. AID 743247;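 active means mean inhibition across replicates of 30% or more, regardless of how many single replicates reach that level; inconclusive means mean under 30% yet at least half of replicates reach 30%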;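 further: positive control wells lacked labelled fibronectin entirely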
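Assay system: AH1F fibroblasts / Quantity: 10000 cells per well / Medium: DMEM plus 2% serum, read in PBS / Reagent: labelled fibronectin 24 nM / Dosing: single dose, pinned / Times: 1 h cell attachment, overnight exposure to compound and label / Signal: fluorescence, ex 485 nm, em 525 nm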
PAX8 reporter: lowers PAX8-driven luciferase in RMG-I cells; RMG-I TPO-luciferase reporter, SteadyGlo, 24 h; inhibition, % at 12.6 µM; 360,000 compounds, 1.2% hits; AID 652154;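 active means mean replicate inhibition at least 60% with every replicate also reaching 60%; inconclusive means only one of the two criteria is met; inactive means mean below 60% and not all replicates reaching 60%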;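 further: luciferase light reporting Pax8 driven TPO promoter activity; plate controls were median of neutral control wells for no effect and mitoxantrone controls for full effect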
miR122 inh: inhibitors of miR-122 in Huh7 cells. 340,000 compounds, 0.3% hits. AID 602342. Huh7 miR-122 Renilla luciferase sensor, 48 h; neutral wells = 0, positive control = 100. activation (reporter increase), % at 12.5 µM;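 active means mean replicate activation score at least 90 and every replicate individually at or above 90; inconclusive means only one of the two criteria met; inactive means neither criterion met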;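 further: higher luciferase means less miR-122 activity so hits act as miR-122 inhibitors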
DENV2 CPE rescue: inhibitors of DENV2 cytopathic effect. CPE inhibition, % at 9.99 µM. 350,000 compounds, 1.7% hits. DENV2-infected cells, cytopathic effect rescue, plate reader; in the data active means CPE inhibition above about 20%, passing the limit was not always enough; inconclusive means no clear call, values can overlap the other calls; tested in BHK-21 cells;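 further: 0% = median of neutral control wells and 100% = median of positive control wells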
INS-1E GSIS act: GLuc luminescence reporter in INS-1E cells, primary screen for activators of glucose-dependent secretion of insulin; AID 743287; 370,000 compounds, 0.61% hits; INS-1E GLuc reporter insulin secretion, 2-3 h; activation, % at 16.6 µM;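 active means lowest replicate activation of at least 40%, so every replicate reaches that level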;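 further: 0% = median of neutral control wells and 100% = median of IBMX positive control wells; some compounds called inactive have numbers as strong as hits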
EWS-Fli block: blocks EWS/Fli oncoprotein-driven transcription; A673 NR0B1-luciferase reporter, viability-normalised; inhibition, % at 12.6 µM; 350,000 compounds, 0.67% hits; AID 651661;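 active means mean inhibition of at least 50% after viability correction, with every replicate also passing that limit; inconclusive means mean reaches 50% but only one of two replicates passes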;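 further: firefly luciferase signal divided by Alamar Blue viability fluorescence both relative to DMSO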
An asterisk follows results filed as active; ? = inconclusive; / = no result given; & = joins results of further samples; ! = a repeat was not active; [ ] = another dose, or the depositor's remark.

SMILES	CFTR F508del cor	FN deposition inh	PAX8 reporter	miR122 inh	DENV2 CPE rescue	INS-1E GSIS act	EWS-Fli block
COc1ccccc1NC(=O)C1CC(C)OC1=O (stereo not given)	0.1	2	-4	-3	0	13	8
CCn1c(CN2CCN(CCO)CC2)nc2ccccc21	0.1	1	-1	/	8	-5	-9
CN(C)N1C(N)=C(C#N)C(c2cccs2)C2=C1CC(C)(C)CC2=O (stereo not given)	-1.1	-5	-11	0	10	12	6
CC[n+]1c(C=C2C=C(C)OC(C)=C2)sc2ccccc21	0.7	-45	85*	-21	/	-31	?
S=C(NCc1ccccc1)NCc1ccc(Cl)cc1	0.0	2	-7	/	-9	-37	/
Oc1ccc2ccc(Cl)cc2c1	-7.1	8	2	83	-2	10	9
O=C(NCC(=O)N1CCN(C(c2ccccc2)c2ccccc2)CC1)c1ccc(Br)o1	-0.9	/	12	/	0	-42	/
COc1ccc(C(=O)Cc2ccc(OC)c(OC)c2)c(OC)c1	-2.2	/	/	5	6	4	-4
Cc1ccccc1CN1CCC(n2nccc2NC(=O)c2ccc3c(c2)OCO3)CC1	-1.7	-1	3	-5	9	-4	8
CCOc1ccc(-n2c(Cc3cc(=O)[nH]c(=O)[nH]3)nnc2SCC(=O)Nc2nnc(C)s2)cc1	1.3	/	8	/	0	-5	9
COc1cc(NC(=O)CSCC(=O)Nc2cccc(C(F)(F)F)c2)c(Cl)cc1Cl	-1.6	/	/	19	7	-51	13
COc1ccc(S(=O)(=O)N[C@@H]2CC[C@@H](CCNC(=O)c3ccccc3F)O[C@H]2CO)cc1	0.0	/	-6	/	1	4	2
O=c1ccc(-c2ccc([N+](=O)[O-])cc2)nn1-c1ccccc1	0.7	/	8	5	16	-6	-1
O=C(C1CCC1)N1CC(=O)N2[C@H](C1)[C@H](c1ccc(-c3ccccc3F)cc1)[C@@H]2CO	1.9	-1	3	/	-5	-12	-1
COc1ccc(S(=O)(=O)N(C)C[C@@H]2OCCCC[C@H](C)Oc3ccc(NC(=O)Nc4cccc5ccccc45)cc3C(=O)N([C@H](C)CO)C[C@@H]2C)cc1	-3.1	/	1	-3[16.7 µM]	5	4	-5
CCCNC(=O)C[C@@H]1CC[C@@H]2[C@H](COC[C@H](O)CN2C(=O)c2ccccn2)O1	-0.2	-3	-8	-5[16.7 µM]	-3	24	1
COCCCNC(=O)Cn1ccc(N)nc1=O	2.4	2	-2	-2	/	12	-9
CCN(CC)c1ccc(CNc2ccc3c(c2)ncn3CC)cc1	-2.3	0	19	/	-5	-15	-4
Cc1ccc(S(=O)(=O)NCC[C@H]2CC[C@@H](NC(=O)Nc3cccc(F)c3)[C@@H](CO)O2)cc1	2.2	8	-1	/	20	-11	-2
COc1ccc2c3c([nH]c2c1)[C@@H](CO)N(S(C)(=O)=O)CC31CN(CC2CC2)C1	-1.7	/	/	/	-9	5	-14
O=C(NCC[C@@H]1CC[C@@H](NC(=O)C2CC2)[C@@H](CO)O1)c1cc(Cl)cc(Cl)c1	0.8	/	/	/	-4	5	-5
CCCNC(=O)N1C[C@@H]2[C@H](c3ccccc31)[C@H](CO)N2CC1CCCC1	2.4	/	-11	-20[16.7 µM]	15	7	-3
COc1ccc(S(=O)(=O)N2CCC(C(=O)NCCN3CCOCC3)CC2)cc1	-1.2	2	-9	1	3	-2	-1
COc1ccc(OC)c2sc(N3CCCCC3)nc12	/	5	-70	2	/	/	/
O=S(=O)(c1ccc(Cl)cc1)N1CCC2(CC1)OCCN2S(=O)(=O)c1cccs1	3.4	3	/	135*	4	-4	0
O=C(COC(=O)[C@@H]1CCCN1C(=O)c1cccs1)Nc1ccc(Br)cc1	-1.4	0	1	/	-6	-40	-2
O=C(N/N=C/c1c(-c2ccccc2)[nH]c2ccccc12)c1cccnc1	1.4	8	-54	/	-3	/	40
C[C@@H](C(=O)N1CCNCC1)n1cc(CCCN=C(N)N)nn1	3.4	19	-13	1	-3	6	0
COc1cc(CNCc2ccc(C)cc2)cc(OC)c1OC	-1.3	-4	-9	0	2	-13	5
C[C@@H]1CN([C@H](C)CO)C(=O)c2cccc(NS(C)(=O)=O)c2O[C@@H]1CN(C)Cc1ccccc1	-0.6	/	-18	2[16.7 µM]	3	6	-2
O=C(Nc1ccccc1)C1=C[C@H](C2CC2)C[C@H](OCCCCO)O1	1.5&-1.1	-4	-103&-26	2	24*!	-5	-128&-68
Cc1c(C(=O)Nc2ccccc2N2CCN(C)CC2)oc2ccc(F)cc12	1.8	-12	29	-5	-5	10	17
Cc1ccc(/C=N\NC(=O)C2CC(=O)N(c3ccccc3)C2)o1 (stereo not given)	-1.3	2	-18	3	2	5	2
C[C@@H]1CCCCO[C@H](CN(C)C(=O)Nc2ccccc2)[C@@H](C)CN([C@@H](C)CO)C(=O)c2cc(NS(=O)(=O)c3cccs3)ccc2O1	4.0	-2	0	-6[16.7 µM]	6	-30	-7
CCCCCNC(=O)C(c1ccc(-c2ccccc2)cc1)n1c(=O)c(-c2cc3ccccc3[nH]2)nc2ccccc21 (stereo not given)	-3.0	2	14	/	2	-45	-39
COc1cc(CC(=O)OCC(=O)N2CC(C)CC(C)C2)cc(OC)c1OC (stereo not given)	-2.3	6	-15	-2	5	7	-2
O=C(Cn1nc(C(F)(F)F)cc1C1CC1)NCc1ccccc1F	/	3	17	-3	-2	2	11
CC(=O)NCCN=Cc1sc2ccccc2c1O	/	-8	8	0	/	/	/
Cc1ccc(-n2nc(C)c(/C=N/NC(=O)c3cccnc3)c2Cl)cc1	2.9	-1	-9	-1	-9	-3	1
Cc1ccccc1N1CC(C(=O)Nc2ccc(S(=O)(=O)N3CCCCC3)cc2)CC1=O (stereo not given)	-3.1	-2	11	-3	-1	-5	12
Cc1ccc(S(=O)(=O)N[C@@H]2CC[C@H](CCNC(=O)c3ccc4c(c3)OCO4)O[C@@H]2CO)cc1	-1.3	/	-7	/	?	-16	2
Cc1cccc(NC(=O)c2nc[nH]c2C(=O)N2CCN(C(=O)OC(C)(C)C)CC2)c1	-4.1	2	-9	1	-7	/	-6
COc1ccc2c(c1)CC/C(=C\Nc1ccc3c(c1)OCO3)C2=O	1.7	/	/	-6	5	-13	-99
CCCC#Cc1ccc2c(c1)O[C@H](CN(C)C(=O)Nc1ccc(OC)cc1)[C@@H](C)CN([C@H](C)CO)S2(=O)=O	1.1	/	/	72[16.7 µM]	5	-26	24
COc1ccc(S(=O)(=O)N[C@@H]2C=C[C@H](CC(=O)N3CCN(c4ccccc4)CC3)O[C@H]2CO)cc1	-0.9	/	-2	/	/	-1	4
CN(CC(=O)NCC1CCCCC1)CC(=O)Nc1ccccc1Br	-0.2	-3	7	3	6	-6	-2
CCCC(=O)Nc1ccc(Oc2ccc(NC(=O)CCC)cc2)cc1	/	-5	-10	-5	/	/	/
CC(C)CNC(=S)N1CCN(c2nc(-c3ccc(Cl)cc3)cs2)CC1	-3.8	10	8	-8	1	12	-7
O=C(Nc1cccc(C(F)(F)F)c1)c1cc(-c2ccco2)on1	-2.5	6	-16	/	12	8	-4
CCCOc1ccc(/C=C/C(=O)NC2CCCCC2)cc1OC	1.4	-3	-16	-3	8	/	-2

Other compounds:
SMILES	CFTR F508del cor	FN deposition inh	PAX8 reporter	miR122 inh	DENV2 CPE rescue	INS-1E GSIS act	EWS-Fli block
O=c1cc(CSc2nnc(-c3cccnc3)n2-c2ccccc2F)nc2sccn12	-0.3	/	/	/	/	1	-4
C=CCCO[C@@H]1O[C@@H](C)[C@H](O)C[C@H]1O	1.5	3	-3	-4	?	26	4
CCCCN1CC(=O)N2[C@H](c3ccc(OC)cc3)[C@@H]3C(=O)N(CC)C(=O)[C@@H]3[C@]2(Cc2ccccc2)C1=O	-0.6	6	4	/	-10	13	-4
C[C@H]1CN([C@@H](C)CO)C(=O)Cc2cc(NC(=O)C3CCCCC3)ccc2O[C@H]1CN(C)S(=O)(=O)c1ccc(F)cc1	-2.6	-1	7	-1[16.7 µM]	6	-14	-4
CC(=O)N1CCN(c2ccccc2NC(=O)c2ccc(C#N)cc2F)CC1	0.1	-4	21	/	6	4	8
Cc1ccccc1Nc1nc(N)nc(COC(=O)CC2CC3CCC2C3)n1 (stereo not given)	/	2	7	0	/	-4	/
COc1cc2oc(=O)cc(-c3cccc(-c4ccc(C(F)(F)F)cc4)c3)c2c(OC)c1OC	-1.3	-3	11	/	3	13	0
Cc1cc(C)cc(NC(=O)CSc2nc3[nH]c(=O)cc(O)c3s2)c1	-2.7	8	13	-3	8	22	-10
C[C@@H]1CN([C@H](C)CO)C(=O)c2cc(NS(=O)(=O)c3ccc(Cl)cc3)ccc2O[C@@H]1CN(C)C	0.3	/	-3	1[16.7 µM]	-10	25	-4
CSc1c(-c2ccccn2)c(N)nn1C(=O)C1CCC1	-2.5	6	10	/	5	/	10
O=C(CCSCc1cccc(F)c1)NCCc1ccccc1	1.6	-5	-33	/	1	-21	-7
COCCNC(=O)[C@@H]1[C@@H](CO)[C@@H]2Cn3c(ccc(-c4ccc(OC)cc4)c3=O)[C@H]1N2C(=O)NC(C)C	-0.3	/	-12	4[16.7 µM]	-9	4	4
COc1ccc(NS(=O)(=O)c2ccc(C(=O)Nc3c(C)n(C)n(-c4ccccc4)c3=O)cc2)cc1	2.5	1	-2	-8	-7	/	4
C[C@H](CO)N1C[C@H](C)[C@@H](CN(C)C(=O)CCCN(C)C)OCc2cn(nn2)CCCC1=O	1.2&0.6	-4&13	-17&-27	-7	4	-2&23	-13&-18
COCCCn1c(SCC(=O)NCc2ccco2)nc2sc3c(c2c1=O)CCC3	/	6	1	3	/	/	/
C[C@@H]1CN([C@@H](C)CO)S(=O)(=O)c2ccc(C3=CCCC3)cc2O[C@H]1CN(C)C(=O)Cc1ccncc1	3.6	-3	2	-6[16.7 µM]	0	-1	-6
C[C@@H]1CN([C@@H](C)CO)C(=O)c2cc(NC(=O)CCN3CCOCC3)ccc2O[C@H]1CN(C)C	-0.4	/	-9	2[16.7 µM]	-1	12	-7
CC(=O)N/C(=N/c1nc(C)cc(C)n1)Nc1cccc(C)c1C	1.2	5	-11	5	1	15	6
C[C@@H]1CN([C@@H](C)CO)C(=O)c2cccc(NS(=O)(=O)c3ccccc3)c2O[C@H]1CN(C)CC1CC1	-2.0	/	4	9[16.7 µM]	-11	-6	10
Cc1ccc(NS(=O)(=O)c2cccc(C(=O)NCC(c3ccco3)N3CCCC3)c2)cc1 (stereo not given)	1.2	2	9	56	7	4	0
COCCNC(=O)C(c1ccc(F)cc1)N(C(=O)CCC(=O)Nc1ccccn1)c1ccc(C)cc1 (stereo not given)	-0.3	-2	8	/	5	2	6
CCCCN(C(=O)c1ccc(N(C)S(=O)(=O)c2ccc(C)cc2)cc1)c1c(N)n(CCCC)c(=O)[nH]c1=O	-0.8	2	0	-1	0	-10	4
Cc1ccnc2nc(C(=O)OCC(=O)Nc3ccccc3C(C)(C)C)nn12	-2.3	-5	10	-24	1	-4	-1
Cc1ccc(-c2csc(NC(=O)C3=NN(c4ccccc4)C(=O)CC3)n2)cc1	/	4	3	/	-7	4	21
CCOC(=O)N1CCN(C(=O)c2ccc3c(c2)N=C(C)c2cc(Cl)ccc2S3)CC1	2.6	0	1	-4	-2	-23	7

High-throughput results as filed in PubChem.
